Source: PubChem BioAssay (several laboratories)
C-LANA FP – blocks KSHV LANA C-terminal domain binding to DNA; MBP-C-LANA/FAM-LBS DNA binding, fluorescence polarization; inhibition, % at 9 µM; 0.078% of 340,000 active; AID 504423;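 active = highest replicate inhibition at or above 60% at 9 µM, even if other replicates fall short; inactive = all replicates below 60% inhibition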;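 note: 0% = neutral control wells and 100% = 4 µM acridine orange control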
Cardiac RTF inh – cardiac RTF calcium desensitization; P19429+P45379; IANBD-labeled cardiac RTF, Ca2+ fluorescence; inhibition, % at 7.15 µM; 0.12% of 340,000 active;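 active = inhibition above the mean inhibition of all tested compounds plus 3 SD, cut at about 17% in these data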;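 note: assay run at fixed EC70 calcium of 1.6 mM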
SR-BI DiI-HDL act – activators of SR-BI mediated HDL lipid uptake; CHO ldlA[mSR-BI] cells, DiI-HDL uptake fluorescence, 3 h; 100 = double the neutral-control signal; activation, % at 12.5 µM; 0.096% of 320,000 active;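 active = mean replicate activation of at least 60% and every replicate at or above 60%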;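 note: 0% = median plate neutral-control signal and 100% = twice that signal; values of inactives mirror those of a sister screen read the other way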
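Material: SR-BI-overexpressing, LDLR-lacking CHO cells; schedule: compound exposure 3 h, 37 °C; reagent: DiI-labelled HDL at 10 µg/mL final; technique: bottom-read fluorescence, 550/595 nm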
Keap1 Nrf2 FP – inhibitors of human Keap1-Nrf2 protein-protein interaction. 0.15% of 340,000 active. Keap1 Kelch-Nrf2 peptide fluorescence polarization, 1536-well. Q14145. AID 504523. inhibition, % at 9.4 µM; in the data active = inhibition above about 12%;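 note: human Keap1 Kelch domain with fluorescein labeled Nrf2 9mer peptide probe; 0% = neutral control wells and 100% = peptide positive control; higher means more block of Keap1 binding to Nrf2 peptide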
Target sequence (Q14145 whole entry, looked up, the tested form may be a part): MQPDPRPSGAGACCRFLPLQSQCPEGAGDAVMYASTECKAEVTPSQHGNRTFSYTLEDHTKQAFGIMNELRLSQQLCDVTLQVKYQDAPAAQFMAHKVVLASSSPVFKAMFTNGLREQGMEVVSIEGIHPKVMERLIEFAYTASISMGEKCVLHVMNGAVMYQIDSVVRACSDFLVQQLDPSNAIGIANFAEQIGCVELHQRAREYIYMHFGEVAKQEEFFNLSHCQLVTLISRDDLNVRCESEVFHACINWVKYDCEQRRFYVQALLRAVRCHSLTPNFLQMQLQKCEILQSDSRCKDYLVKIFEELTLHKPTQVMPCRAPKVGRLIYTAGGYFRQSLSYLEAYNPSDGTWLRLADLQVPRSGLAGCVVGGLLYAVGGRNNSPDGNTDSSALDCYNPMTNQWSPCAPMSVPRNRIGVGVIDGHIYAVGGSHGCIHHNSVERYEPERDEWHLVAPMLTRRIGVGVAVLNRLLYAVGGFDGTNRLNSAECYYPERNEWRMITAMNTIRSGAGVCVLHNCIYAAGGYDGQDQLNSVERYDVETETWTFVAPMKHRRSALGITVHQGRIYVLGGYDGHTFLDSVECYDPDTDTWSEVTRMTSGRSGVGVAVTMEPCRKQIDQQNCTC
CAL PDZ FP-1 – inhibitors of human CAL PDZ peptide binding; purified CAL PDZ, TMR-peptide fluorescence polarization, 1 h; inhibition, % at 20 µM; 0.02% of 330,000 active; Q9HD26; AID 504414;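 active = highest replicate inhibition of at least 40%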;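 note: plate controls were DMSO neutral control wells for no effect and unlabeled competitor peptide control wells for full effect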
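Control set: unlabelled peptide and DMSO controls / Material: purified CerCALP PDZ construct / Timing: 1 h incubation at room temperature before polarization reading / Doses: 20 µM, one dose / Detection: fluorescence polarization (mP)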
DAGLB inhibitor – diacylglycerol lipase beta (human) inhibition; AID 504411; Q8NCG7; inhibition, % at 5.17 µM; 0.059% of 340,000 active; HEK293T DAGLB membrane lysate, EnzChek fluorogenic substrate; in the data active = inhibition above about 34%;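 note: 0% = enzyme with vehicle and 100% = wells lacking enzyme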
CAL PDZ FP-2 – CAL PDZ (human) peptide binding inhibition; purified CAL PDZ, TMR-peptide fluorescence polarization, 1 h; inhibition, % at 24.9 µM; 0.92% of 300,000 active; AID 602252;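 active = mean inhibition of at least 30% with at least half of replicates also reaching 30%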;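 note: 0% = DMSO neutral control and 100% = excess unlabeled competitor peptide PRC23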
PKA-R2B act – activators of human PKA-R2B complex. PKA-R2B holoenzyme dissociation, Cy5-IP20 fluorescence polarization; R2B truncated from residue 108, S112A mutant; 0% DMSO only, 100% 113 µM cGMP. activation, % at 11.4 µM. 0.079% of 340,000 active. AID 504700;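 active = activation above a cutoff set at the mean over all compounds plus 3 SD, cut at about 18% in these data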;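 note: higher means more holoenzyme dissociation and a rise in polarization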
Rtt109 HAT inh – blocks Candida albicans Rtt109/Vps75 acetyltransferase activity; inhibition, % at 34.9 µM; purified Rtt109/Vps75, ThioGlo CoA-SH fluorescence, 4 h; Q5AAJ8; 0.16% of 330,000 active;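 active = inhibition of at least 50% in every replicate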
cardiac RTF act – increases calcium sensitivity of human cardiac regulated thin filaments | P19429+P45379 | IANBD-labeled TnC RTF fluorescence at EC20 calcium; 0% EC20 calcium, 100% full calcium | activation, % at 7.2 µM | 0.24% of 340,000 active;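 active = activation above the mean over all tested compounds plus 3 SD, cut at about 30% in these data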;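 note: rise in fluorescence read as greater calcium sensitivity of cardiac thin filaments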
The depositor's hits bear a star; . = no result given.

Below each SMILES: C-LANA FP, Cardiac RTF inh, SR-BI DiI-HDL act, Keap1 Nrf2 FP, CAL PDZ FP-1, DAGLB inhibitor, CAL PDZ FP-2, PKA-R2B act, Rtt109 HAT inh, cardiac RTF act
- CCn1cc(C2=NCCO2)c2ccccc21
    0.3, -1, 10, -1, -0.2, 2, 0, 1, -14, 9
- NC(=O)c1ccc(NC(=O)COC(=O)/C=C/c2ccc3c(c2)OCO3)cc1
    1.1, 0, ., 6, -2.6, 0, -2, -12, -9, 0
- CCCCN(C)CCCN1C(=O)C2C(C(=O)Nc3cccc(OC)c3)C3C=CC2(O3)C1C(=O)NC1CCCCC1C (centres undefined)
    -0.4, 12, ., 2, -1.7, 0, -1, -8, 21, 0
- COc1cc(C(=S)N2CCOCC2)ccc1OC(=O)c1ccc(Br)cc1
    -2.4, -7, -16, -6, -1.1, -5, -3, 1, 4, 6
- C/C=C/c1ccc(OCC(=O)OCC(=O)Nc2c(C)nn(-c3ccccc3)c2C)c(OC)c1
    -0.1, -3, 5, 4, -3.3, -3, -4, 6, 2, -4
- CNC(=O)c1cc(S(=O)(=O)Nc2ccc3c(c2)OCO3)ccc1C
    3.3, -3, 15, -2, -0.7, 1, ., -2, -10, 3
- C=CCn1c(Cc2c[nH]c3ccccc23)nnc1SCC(=O)NCc1ccccc1
    -0.3, -6, -10, -4, -0.6, 3, ., -6, 3, 0
- COC(CNC(=O)C(=O)Nc1ccc2c(c1)N(S(=O)(=O)c1cccs1)CCC2)OC
    0.5, 8, -15, 3, -1.5, 3, -4, 8, 7, -2
- O=C(C1CCN(c2nc(-c3ccccc3)nc3c2CCC3)CC1)N1CCCC1
    1.1, -1, -33, -5, -3.7, -2, -4, -6, -4, -5
- COc1ccc(NC(=O)CCCNC(=O)c2ccc(Cl)cc2)cc1S(=O)(=O)N1CCOCC1
    -0.7, -1, -7, -2, -1.0, -1, -2, -9, 9, 0
- c1ccc(-c2nnc(SCc3nnc(-c4cccs4)o3)o2)cc1
    -1.2, -12, 39, 4, -1.1, -2, -5, -1, -6, 3
- O=C(NC1CCCC1)c1cc(Cl)ccc1[N+](=O)[O-]
    1.6, 9, 25, 3, -2.0, -2, -2, 3, -4, 5
- c1ccc(C2=Nc3ccccc3OC2)cc1
    2.0, -2, 9, -3, -1.7, 1, -1, -15, -27, -6
- CCOC(=O)CN(C(=O)CSc1nnc(CNc2ccc(C)cc2C)n1CC)c1ccccc1
    1.8, 5, -18, 1, ., 2, -1, 0, 13, 8
- Cc1nn(-c2ccccn2)c(C)c1Oc1ccccc1O
    0.3, -17, 24, -1, -2.8, -2, -16, 17, -7, -5

Overlap with the part before: two compounds, then new ones.
SMILES	C-LANA FP	Cardiac RTF inh	SR-BI DiI-HDL act	Keap1 Nrf2 FP	CAL PDZ FP-1	DAGLB inhibitor	CAL PDZ FP-2	PKA-R2B act	Rtt109 HAT inh	cardiac RTF act
CCOC(=O)CN(C(=O)CSc1nnc(CNc2ccc(C)cc2C)n1CC)c1ccccc1	1.8	5	-18	1	.	2	-1	0	13	8
Cc1nn(-c2ccccn2)c(C)c1Oc1ccccc1O	0.3	-17	24	-1	-2.8	-2	-16	17	-7	-5
COC(C[C@@H]1O[C@H]1[C@H](O)COCc1ccccc1)OC	0.5	-3	28	-1	-0.5	-1	0	3	-7	1
CC(C)(C)c1ccc(Oc2coc3cc(OCC(=O)O)ccc3c2=O)cc1	-1.5	-8	11	-2	-0.9	3	-1	-9	6	0
CCOCCOC(=O)C1=C(C)Nc2ccc(C)cc2S1	4.5	5	-1	-2	-0.5	-2	-1	-12	8	-1
CC1CN(S(=O)(=O)c2cccc(C(=O)N3CCC(C(N)=O)CC3)c2)CC(C)O1 (centres undefined)	1.9	-11	24	-3	0.0	-1	-1	-1	-8	-2
C[C@H](CO)N1C[C@H](C)[C@@H](CN(C)C(=O)Nc2ccccc2)Oc2ccc(NC(=O)Cc3ccccc3)cc2C1=O	0.3	-7	19	2	-1.1	-3	0	1	4	6

Molecules listed so far that contain sulfur, in the order listed:
SMILES	C-LANA FP	Cardiac RTF inh	SR-BI DiI-HDL act	Keap1 Nrf2 FP	CAL PDZ FP-1	DAGLB inhibitor	CAL PDZ FP-2	PKA-R2B act	Rtt109 HAT inh	cardiac RTF act
COc1cc(C(=S)N2CCOCC2)ccc1OC(=O)c1ccc(Br)cc1	-2.4	-7	-16	-6	-1.1	-5	-3	1	4	6
CNC(=O)c1cc(S(=O)(=O)Nc2ccc3c(c2)OCO3)ccc1C	3.3	-3	15	-2	-0.7	1	.	-2	-10	3
C=CCn1c(Cc2c[nH]c3ccccc23)nnc1SCC(=O)NCc1ccccc1	-0.3	-6	-10	-4	-0.6	3	.	-6	3	0
COC(CNC(=O)C(=O)Nc1ccc2c(c1)N(S(=O)(=O)c1cccs1)CCC2)OC	0.5	8	-15	3	-1.5	3	-4	8	7	-2
COc1ccc(NC(=O)CCCNC(=O)c2ccc(Cl)cc2)cc1S(=O)(=O)N1CCOCC1	-0.7	-1	-7	-2	-1.0	-1	-2	-9	9	0
c1ccc(-c2nnc(SCc3nnc(-c4cccs4)o3)o2)cc1	-1.2	-12	39	4	-1.1	-2	-5	-1	-6	3
CCOC(=O)CN(C(=O)CSc1nnc(CNc2ccc(C)cc2C)n1CC)c1ccccc1	1.8	5	-18	1	.	2	-1	0	13	8
CCOCCOC(=O)C1=C(C)Nc2ccc(C)cc2S1	4.5	5	-1	-2	-0.5	-2	-1	-12	8	-1
CC1CN(S(=O)(=O)c2cccc(C(=O)N3CCC(C(N)=O)CC3)c2)CC(C)O1 (centres undefined)	1.9	-11	24	-3	0.0	-1	-1	-1	-8	-2

An unsorted share of the library; 1.6% or so of the library scored in one or more.
